GPR35 antagonists: GPR35 antagonists blocking zaprinast-driven arrestin recruitment, primary screen, imaging, U2OS, beta-arrestin-GFP, zaprinast agonist (AID 2058); U2OS GPR35 beta-arrestin-GFP translocation imaging, zaprinast antagonism; higher % means a stronger effect; one-dose inhibition, % at 10 µM; IC50 in µM for titrated hits; 290,000 tested, 0.052% active;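 active = inhibition of at least 50% with at least 30 cells and total cytoplasm GFP at most 10,000,000; inconclusive = under 30 cells or total GFP of 10,000,000 plus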
GPR55 LPI antagonism: inhibition of LPI-stimulated GPR55 beta-arrestin translocation – imaging, U2OS, beta-arrestin-GFP, LPI agonist, primary screen (AID 2013); 290,000 tested, 0.13% active; U2OS GPR55 beta-arrestin-GFP translocation imaging, LPI antagonism; higher % means a stronger effect; one-dose inhibition, % at 10 µM; IC50 in µM for titrated hits;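 active = spots per cell inhibited over 60%, with over 100 cells counted and total cytoplasm intensity under 500,000; inconclusive = wells with under 100 cells, flagged as likely toxic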;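 note: U2OS cells stably carrying GPR55 and arrestin-GFP stimulated by 5 µM LPI near EC80; imaged beta-arrestin-GFP aggregate spots per cell after agonist stimulation; plate controls were LPI-stimulated DMSO wells for no effect and DMSO wells without LPI for full effect; some results filed as inactive read as strong as hits; confirmed hits need IC50 under 10 µM and bright autofluorescent wells are also inconclusive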
HIV peptide binding: inhibitors of HIV fusion peptide binding, primary screen, biochemical, uHTS, fluorescence dequenching (AID 1986); cell-free peptide binding, fluorescence dequenching, 30 min; higher % means a stronger effect; one-dose inhibition, % at 20 µM; IC50 in µM for titrated hits; 290,000 tested, 0.3% active; in the data active = inhibition mostly above about 52%, no sharp cut-off; inactive = mostly below about 76%; note: some results filed as inactive read as strong as hits
MgcRacGAP inhibition: MgcRacGAP GTPase-activating activity inhibitors, confirmation, biochemical, ADP Hunter fluorescence; MgcRacGAP-stimulated Rac1 GTP hydrolysis, ADP Hunter fluorescence; higher % means a stronger effect; GST-tagged Rac1 F28L mutant substrate; inhibition, % at 30 µM; hits with a dose series show IC50 in µM; 340,000 tested, 0.6% active;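 active = first-screen hits whose inhibition reached a set limit at any dose in the follow-up dose series; inconclusive = inhibition above the set first-screen limit but never retested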;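 note: fluorescence reports GDP produced by GAP-driven GTP hydrolysis; strong numbers were not always called active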
RSV CPE inhibition: RSV antiviral activity via CPE protection, HEp-2 cells, primary 10 µM value included (AID 2391). HEp-2 cells, RSV-induced CPE inhibition; higher % means a stronger effect. CPE inhibition, % at 10 µM; hits with a dose series show IC50 in µM. 310,000 tested, 0.13% active; in the data active = a potency from the dose series; inconclusive = CPE inhibition mostly from about 23% at the one dose, without a potency; inactive = the rest, 99 in 100 with CPE inhibition below about 21%; note: strong numbers were not always called active
PhoP inhibition: inhibitors of PhoP regulon expression, primary screen, Salmonella Typhimurium, GFP reporter (AID 1863) | S. Typhimurium PhoP-regulated promoter GFP reporter, 4 h; higher % means a stronger effect | inhibition, % at 50 µM; hits with a dose series show IC50 in µM | 300,000 tested, 0.16% active;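 active = inhibition over 29.93%, a cutoff 3 SD above the screen mean, later confirmed by dose response; inconclusive = inhibition over 29.93% but no dose response follow-up; inactive = inhibition at most 29.93% or unconfirmed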;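 note: 0% = low Mg2+ inducing control and 100% = high Mg2+ repressing control; strong numbers were not always called active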
Dengue-2 NS5 capping: flavivirus cap methylation enzyme inhibition – biochemical, confirmation dose response, primary screen (AID 588689). 340,000 tested, 0.3% active. Dengue-2 NS5 methyltransferase capping enzyme assay, biochemical; higher % means a stronger effect. inhibition, % at 25 µM; hits with a dose series show IC50 in µM; in the data active = a potency from the dose series; inconclusive = inhibition above about 29% without an active follow-up result
SV40 large T antigen: SV40 large T antigen inhibitors, biochemical (AID 1903); 310,000 tested, 0.39% active; one-dose inhibition, % at 20 µM; IC50 in µM for titrated hits; SV40 large T antigen ATPase/helicase inhibition assay; higher % means a stronger effect; in the data active = a potency from the dose series; inconclusive = inhibition mostly from about 32% at the one dose, without a potency; inactive = the rest, 99 in 100 with inhibition below about 32%; note: strong numbers were not always called active
UTI89 phage lysis: inhibition of K1F phage lysis, E. coli UTI89, bacterial capsule biogenesis inhibitors, alamar blue (AID 488966) | E. coli UTI89 K1F phage lysis, alamar blue, 2 h; higher % means a stronger effect | 340,000 tested, 0.02% active | inhibition, % at 100 µM, or IC50 in µM where a hit was titrated;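 active = phage lysis inhibition, versus mean bacterial control, above a set limit; inconclusive = no clear call, values can overlap the other calls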;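 note: capsule biogenesis inhibitors block K1F phage lysis so surviving cells raise fluorescence; higher fluorescence means more inhibition of phage lysis; actives were called in the ten point dose series up to 300 µM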
An asterisk follows results filed as active; ? = inconclusive; / = no result given; [ ] = remark or other dose.

smiles | GPR35 antagonists | GPR55 LPI antagonism | HIV peptide binding | MgcRacGAP inhibition | RSV CPE inhibition | PhoP inhibition | Dengue-2 NS5 capping | SV40 large T antigen | UTI89 phage lysis
CCOC(=O)N1CCC(n2c(SCC(=O)Nc3nccs3)nc3ccsc3c2=O)CC1 | -1% | 7% | 1.7% | 10% | -1.3% | -4% | -4% | -4% | 2.1%
CC(C)CC(NS(=O)(=O)c1ccc2c(c1)oc(=O)n2C)C(=O)NC1CCCc2ccccc21 (centres undefined) | 7% | 2% | 3.5% | 11% | 0.8% | -5% | -5% | 3% | 0.7%
O=C(Nc1cc2cc([N+](=O)[O-])ccc2oc1=O)c1cccs1 | 12% | -4% | -0.7% | / | 0.8% | 1% | / | 3% | /
NC1=NC2(CCCCC2)n2c(nc3ccccc32)N1 | 2% | -3% | -1.5% | -7% | 4.3% | -5% | 2% | 2% | 0.5%
COc1ccc(C(=O)COC(=O)c2ccc3ccccc3n2)cc1 | -8% | 7% | -0.9% | 9% | 1.3% | 1% | 0% | 0% | 1.8%
COc1ccc(NC(C)=O)cc1NC(C)C(=O)Nc1cccc(S(=O)(=O)N2CCOCC2)c1 (centres undefined) | / | / | / | 9% | 0.0% | / | -6% | / | 0.5%[50 µM]
CCOC(=O)c1ccc2c(c1)nc(-c1ccc(F)cc1)c1nccn12 | 11% | 6% | -0.4% | 1% | -0.9% | 6% | / | 1% | 1.2%
Cc1cc(NC(=O)CCC(=O)N(c2ccccc2)C(C(=O)NC2CCCC2)c2cccs2)no1 (centres undefined) | -1% | -4% | 0.4% | 5% | 0.6% | 4% | -2% | 6% | 0.5%
CCCCN(C)C(=O)c1c[nH]c2ccc(S(=O)(=O)N3CCOCC3)cc2c1=O | 9% | 17% | 2.0% | 4% | 3.0% | 9% | -1% | 6% | -0.7%
c1coc(-c2nnc(-c3cccs3)o2)c1 | 5% | -1% | 1.1% | 5% | 0.0% | 13% | 4% | 25% | 0.4%
COC(=O)c1c(-c2ccc(OC)cc2)oc2ccc(-c3ccc(OC)nc3)cc12 | -9% | 5% | 1.4% | 2% | 3.3% | -4% | 3% | 22% | -0.6%
CC1Cc2ccccc2N1C(=O)c1cnc2ccccn2c1=O (centres undefined) | -16% | -9% | -0.9% | 3% | 1.8% | -9% | 2% | 3% | 7.8%
CC(C)c1ccc(NC(=S)NNC(=O)C2CC2)cc1 | 4% | 2% | -2.1% | 9% | 0.4% | -3% | -11% | 13% | 2.8%
N#Cc1c(-c2ccccc2)c(-c2ccccc2)n[nH]c1=O | -1% | 3% | 1.4% | 0% | 1.8% | -1% | -13% | 10% | 0.1%
C=CCc1ccc(OCCOc2cccc3cccnc23)c(OC)c1 | -1% | 1% | -2.5% | 9% | ? | 17% | -1% | -30% | 10%
CC(=O)c1sc(NC(=O)C2COc3ccccc3O2)nc1C (centres undefined) | -3% | 12% | 4.7% | 0% | 5.2% | -13% | -5% | 4% | 3.6%
CCn1c(SCC(=O)NNC(=O)c2ccc(C)cc2)nnc1C(C)C | -8% | -1% | 1.2% | 2% | 2.0% | 0% | 7% | 30% | -0.3%
Cn1c(SCC(=O)Nc2cc(S(=O)(=O)N3CCOCC3)ccc2N2CCOCC2)nnc1-c1ccncc1 | 1% | 11% | -0.2% | 7% | 1.6% | -6% | -4% | 5% | 0.2%
Cc1cccc(NC(=O)N(Cc2cc3cc(C)cc(C)c3[nH]c2=O)CC2COCCO2)c1 (centres undefined) | -6% | 4% | -1.3% | 6% | 4.1% | 8% | -8% | 0% | 5.5%
CC(SCC(=O)Nc1ccccc1)c1nc2ccccc2c(=O)[nH]1 (centres undefined) | 18% | -5% | -0.2% | 2% | 1.0% | -3% | 3% | 1% | 0.0%
CCN(CC(=O)NCc1ccc(Cl)cc1)C(=O)CSCC(=O)Nc1cccc(C)c1 | -10% | 17% | 1.8% | 2% | 2.0% | -4% | -7% | 23% | -0.3%
COC(=O)CCCNC(=O)c1ccc(OS(=O)(=O)c2cc([N+](=O)[O-])ccc2C)cc1 | / | / | / | 2% | -0.8% | 9% | -3% | 16% | -0.3%[50 µM]
Cc1cc(NC(=O)/C(C#N)=C/c2ccco2)n(-c2ccccc2)n1 | 9% | 1% | 3.0% | 7% | 0.8% | -1% | 1% | 16% | 0.4%
CCOC(=O)c1c(C)[nH]c(C)c1C(=O)CSc1nnc(-c2ccco2)n1Cc1ccccc1 | 1% | -6% | -1.5% | 5% | 3.1% | -2% | -9% | 8% | -0.5%
CCn1c(SCC(=O)c2c[nH]c3ccccc23)nc2cc(S(=O)(=O)N3CCOCC3)ccc21 | -10% | 11% | 4.4% | 9% | 1.5% | 25% | -4% | 3% | 1.8%
Clc1ccc(C2[C@H]3CN(Cc4cccnc4)[C@H](c4ccccc4)C34CC2(c2ccccc2)C4)cn1 (some centres undefined) | -2% | -1% | 1.8% | 6% | 1.5% | -3% | -12% | 6% | 0.5%
O=C(O)c1cc(NN=Nc2cccc([N+](=O)[O-])c2)cc([N+](=O)[O-])c1 | -5% | 6% | 16% | 5% | 0.4% | 1% | 14% | 18% | -0.6%[50 µM]
COc1ccc(C(CNC(=O)c2cc3c(s2)CCCC3)N2CCOCC2)cc1 (centres undefined) | -4% | 0% | -1.6% | 9% | 1.2% | -3% | 0% | 2% | 0.1%
O=C(NS(=O)(=O)c1ccccc1)c1cccc(Br)c1 | -5% | 9% | 1.7% | 8% | 2.2% | -7% | -1% | 7% | 0.6%
CCc1cc(-c2[nH]ncc2-c2ccc([N+](=O)[O-])cc2)c(O)cc1OC | -4% | 0% | -1.6% | 10% | ? | 13% | -9% | 0% | 0.0%
COc1ccc(-c2onc(C)c2-c2cnn(-c3ccccc3)c2)c(O)c1 | -6% | 4% | -2.7% | 6% | 2.8% | 0% | -2% | 5% | 0.2%
CC(C(=O)OCC(=O)c1ccccc1)N1C(=O)C2C3CCC(C3)C2C1=O (centres undefined) | 10% | -2% | 3.2% | 9% | 0.1% | -9% | -6% | 14% | 0.1%
Cc1cc(NC(=O)C2CCCCC2)n(-c2nc3ccccc3[nH]2)n1 | -1% | -4% | 3.7% | 1% | 2.1% | 1% | 1% | 2% | -0.1%
Cn1c(NC(=O)c2ccc(F)c(F)c2)cc(=O)n(C)c1=O | 10% | 9% | 0.8% | 12% | 2.6% | 1% | -4% | 1% | -3.1%
CCOC(=O)N1CCN(C(=O)Cn2ccc3c(OC)cccc3c2=O)CC1 | 7% | 8% | -0.3% | -14% | 0.6% | 0% | -1% | -3% | 2.4%
CC1(c2ccccc2Cl)NC(=O)N(CC(=O)NCc2ccco2)C1=O (centres undefined) | 14% | 14% | 1.2% | 4% | 0.9% | -2% | -7% | 7% | -0.5%
COc1ccc(N2CCN(C(=O)CSc3nnc(-c4cccnc4)n3-c3ccc(F)cc3)CC2)cc1 | 5% | 6% | 1.7% | 22% | 0.5% | -4% | 1% | 15% | 0.6%
Cc1cc2c(SCC(=O)NCC3CCCO3)ncnc2s1 (centres undefined) | 4% | -8% | 0.2% | -17% | / | / | -6% | / | -0.4%
COC(=O)N/N=C\c1c(C)[nH]n(-c2ccccc2)c1=O | -6% | 0% | 2.9% | 8% | 0.0% | 1% | -4% | 11% | 2.2%
NS(=O)(=O)c1ccc(NC(=S)Nc2ccc(C(=O)N3CCCCC3)cc2)cc1 | -11% | 1% | -1.3% | 11% | 1.0% | -1% | -7% | 2% | -1.1%
COc1ccc(OC)c(NC(=O)CSc2nnc(N)s2)c1 | 13% | -8% | -1.4% | 10% | 1.0% | 7% | -1% | 9% | 0.4%
COC(=O)c1ccc(COc2ccccc2/C=C(\C#N)C(=O)Nc2c(C)cccc2C)cc1 | -4% | 13% | 0.0% | 6% | ? | 14% | -8% | 4% | 2.4%[50 µM]
CC(C)(C)OC(=O)NNC(=O)c1ccc(Cl)cc1 | 3% | -12% | -1.2% | 5% | 1.4% | 1% | -10% | 0% | 0.1%
O=C(COC(=O)C1CCN(c2ccc(C(F)(F)F)cn2)CC1)NC1CCCCC1 | / | / | / | 9% | -0.1% | 1% | 7% | 7% | 0.3%[50 µM]
CCOC(=O)/C(C#N)=C/c1ccc(OCC(=O)Nc2ccc(C)c(C)c2)c(OC)c1 | -1% | 3% | 2.5% | -5% | 1.0% | -11% | -6% | 7% | 0.1%[50 µM]
COc1ccc(/C=C2\N=C(c3ccccc3)N(c3ccc(C(=O)O)cc3)C2=O)cc1OC | 6% | 1% | 6.2% | 14% | 0.9% | -13% | -1% | 8% | 0.1%
CCCc1cc(=O)oc2cc(OC(=O)CN3C(=O)NC4(CCCC4)C3=O)ccc12 | / | / | / | 17% | -1.7% | 5% | -13% | 19% | 0.5%[50 µM]
COCc1cc(=O)n2[nH]cc(-c3ccccc3)c2n1 | 4% | -1% | -0.8% | 9% | -0.4% | 6% | -7% | 10% | -0.6%
CCN(CC)C(=O)COc1coc(CN2CCN(Cc3ccccc3)CC2)cc1=O | 16% | -8% | 2.4% | 2% | 0.5% | -3% | -3% | 8% | -0.6%
O=C(COC(=O)C1CC2C=CC1C2)Nc1ccccc1 (centres undefined) | -4% | 6% | -0.6% | 0% | 2.1% | -4% | -4% | -1% | 0.9%
Cc1nc2sc(-c3ccccc3)cc2c(=O)n1-n1cccc1 | 14% | 4% | 3.4% | 12% | -0.3% | -3% | -4% | 4% | 1.1%
O=C1CC(=C(c2ccccc2)c2ccccc2)C(=O)N1CCCCN1CCN(c2ccccc2)CC1 | -16% | 13% | -0.6% | 12% | -0.1% | 15% | -1% | -3% | 0.4%
C/C(=N\N)c1c(-c2ccccc2)c2cc(C)ccc2[nH]c1=O | 6% | 16% | -1.6% | 13% | -1.1% | -6% | 1% | 9% | 0.2%
Cc1ccc(NC(=O)c2cn(-c3cccc(C)n3)cn2)cc1 | 15% | -2% | -2.3% | 6% | 3.5% | 2% | -6% | 1% | 0.4%
CCN1C(=O)[C@@H]2[C@@H](c3ccc(-c4ccc(C(C)=O)cc4)c(OC)c3)N3CCC[C@@]3(C(=O)OC)[C@@H]2C1=O | / | / | / | 5% | 2.0% | / | 4% | 10% | -1.2%
CCN(Cc1nc2ccccc2c(=O)[nH]1)C(=O)c1cc(C2CC2)nn1-c1ccccc1 | / | / | / | 2% | 8.8µM* | / | -5% | / | 0.0%[50 µM]
Cc1ccc(F)cc1NC(=O)CCc1c(C)[nH]c(=O)c(C#N)c1C | -8% | -14% | 0.8% | 9% | 0.2% | 1% | -3% | 2% | 0.0%
CCc1ccc(S(=O)(=O)Nc2ccc(O)c3ccccc23)cc1 | -7% | 4% | 5.5% | -36% | 1.4% | 15% | 37% | 16% | 0.2%
